# High-throughput results deposited in PubChem BioAssay by several laboratories.
# Dynein transport = dynein cargo transport inhibition. z-score, hits read low. 3617.4 mouse cells, GR-EGFP nuclear translocation imaging; test concentration mostly 20 µM; stimulated with dexamethasone, 1 µM; active compounds read low. 0.47% of 220,000 active. AID 1381;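 active means plate z-score of nuclear minus cytoplasmic receptor signal below a set negative limit, without overly bright fluorescence or cell loss, cut at about -3.5 in these data, passing the limit was not always enough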;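 further: z-score of nuclear minus cytoplasmic ring GR-EGFP intensity difference per well; some compounds called inactive have numbers as strong as hits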
#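 medium = tetracycline-free induction medium containing charcoal-stripped FBS | probe or stimulus = dexamethasone, 1.0 µM final | timing = 48 h induction, then 1 h compound, then 30 min agonist, 37 °C | detection = automated 10x imaging of fixed Hoechst-stained cells | read-out basis = nuclear versus cytoplasmic GR-EGFP signal, averaged per well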
# b-catenin transl = beta-catenin nuclear translocation modulation. nuclear translocation activity, % at 5 µM. AID 1665. HeLa beta-catenin nuclear translocation, immunofluorescence imaging. 0.3% of 190,000 active;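 active means nuclear translocation activity above 50% at 5 µM, with a well cell count of 50 or more; inconclusive means wells under 50 cells across six images, flagged as toxic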;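 further: per-cell ratio of nuclear to cytoplasmic median beta-catenin stain intensity; plate controls were DMSO negative control for no effect and GSK-3 inhibitor IX positive control for full effect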
#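 Technique: fluorescence imaging of beta-catenin antibody stain plus DAPI / Material: human HeLa cell line / Incubation: compound treatment 24 h, 37°C, 5% CO2 / Read-out basis: % activation of per-cell nuclear versus cytoplasmic median beta-catenin signal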
# Yfh1-depleted yeast = enhancers of respiration in Yfh1-depleted yeast, dose response, Friedreich's ataxia, plus single-dose screen (AID 1465); S. cerevisiae Yfh1-off respiration, WST-1 reduction, 72 h; higher fold induction means a stronger effect; fold induction at 50 µM; hits with a dose series show EC50 in µM; 0.074% of 220,000 active;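 active means fold induction of absorbance versus untreated yeast above a set limit, then at least 30% activation at any dose in follow-up; inconclusive means repeats straddling the limit, or above it without dose testing; inactive means fold induction below the set limit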;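 further: activators that raise dye reduction in frataxin-depleted yeast; strong numbers were not always called active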
# HIV fusion peptide = cell-free HIV fusion peptide-binding blockers – biochemical, uHTS, fluorescence dequenching, primary screen (AID 1986) | cell-free peptide binding, fluorescence dequenching, 30 min; higher % means a stronger effect | inhibition, % at 20 µM; hits with a dose series show IC50 in µM | 0.3% of 290,000 active; in the data active means inhibition mostly above about 52%, no sharp cut-off; inactive means mostly below about 76%; further: some results filed as inactive read as strong as hits
# MT stabilize HCS = stabilizes microtubules in HeLa cells. HeLa tubulin immunostaining HCS, 24 h; share of cells brighter than vehicle mean+2SD. AID 2205. 0.83% of 200,000 active. % tubulin-high responders, % at 10 µM;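 active means plate Z-score above 3 for both tubulin-high and condensed-nucleus cell shares, with cell loss under 80%, at 10 µM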;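 further: anti alpha tubulin signal scored within the nucleus-defined area of each cell; some results filed as inactive read as strong as hits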
# Autophagy HCS = alters autophagy in cells | MEF GFP-LC3 puncta imaging; test concentration mostly 10 µM | 0.98% of 190,000 active | calls only at 10 µM (by protocol);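 active means percentage of spot-positive cells more than 3 SD above its plate mean, without a fluorescence outlier flag or 80% toxicity; inconclusive means no clear call, values can overlap the other calls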;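 further: spot-positive cell cutoff set from DMSO-treated cells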
# AID2073 = disruptors of CaV2.2 binding to Mint1 – biochemical, HTRF (AID 2073). HTRF protein-protein interaction, Mint1-CaV2.2; higher % means a stronger effect. inhibition, % at 20 µM; hits with a dose series show IC50 in µM. 0.19% of 290,000 active; in the data active means inhibition mostly above about 51%, no sharp cut-off; inconclusive means no clear call, values can overlap the other calls; inactive means mostly below about 53%; further: some results filed as inactive read as strong as hits
# Ins promoter up = MIN6 insulin promoter up-regulation | MIN6 insulin promoter-GFP reporter, high-content imaging; active compounds read high | 0.3% of 190,000 active | z-score at 5 µM;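 active means z-score above 3 at 5 µM with at least 500 cells counted in the well; inconclusive means wells under 500 cells, flagged as cytotoxic or low count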
# WT yeast gro inh = growth inhibition of WT yeast, mitochondrial fusion screen; mitochondrial fusion phenotypic screen, WT strain; inhibition, % at 10 µM; 2.1% of 190,000 active; in the data active means inhibition above about 58%; tested in S. cerevisiae
# WT yeast gro inh mutant strain = recorded beside WT yeast gro inh, whose call it bears; inhibition, %; mitochondrial fusion phenotypic screen, mutant strain inhibition
# Dynein transport cytoplasmic EGFP = second read-out of Dynein transport, no call of its own (marks repeat the call); z-score; measured here: cytoplasmic GR-EGFP intensity; active compounds read high
# Dynein transport nuclear GR-EGFP = recorded beside Dynein transport, whose call it bears; z-score; measured here: nuclear GR-EGFP intensity;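 lower value marks the stronger effect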
# Dynein transport cell count = second read-out of Dynein transport, no call of its own (marks repeat the call); z-score; measured here: cell count per field
# Ins promoter up cell count = further read-out of Ins promoter up, marked with its call; cell count; measured here: cytotoxicity, nuclei count;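 total cells summed across four imaged fields per well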
# b-catenin transl cell count 5 µM = recorded beside b-catenin transl, whose call it bears; cell count; measured here: cell count, cytotoxicity flag
# MT stabilize HCS Hoechst-high % = further read-out of MT stabilize HCS, marked with its call; % Hoechst-high responders; measured here: nuclear condensation Hoechst responders;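 share of cells brighter than vehicle mean plus two SD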
# MT stabilize HCS cytotoxicity % = second read-out of MT stabilize HCS, no call of its own (marks repeat the call); toxicity, %; measured here: cytotoxicity by cell density;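 0% = mean cell density of plate MIN control wells and 100% = no cells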
# Autophagy HCS cell loss 18 h = recorded beside Autophagy HCS, whose call it bears; toxicity, %; measured here: cell loss, nuclei count;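 cell loss after 18 h compound exposure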
# The depositor's hits bear a star; i = inactive; ? = inconclusive; / = not tested or not shown.
SMILES,Dynein transport,Dynein transport cytoplasmic EGFP,Dynein transport nuclear GR-EGFP,Dynein transport cell count,b-catenin transl,b-catenin transl cell count 5 µM,Yfh1-depleted yeast,HIV fusion peptide,MT stabilize HCS,MT stabilize HCS Hoechst-high %,MT stabilize HCS cytotoxicity %,Autophagy HCS,Autophagy HCS cell loss 18 h,AID2073,Ins promoter up,Ins promoter up cell count,WT yeast gro inh,WT yeast gro inh mutant strain
CC(=O)Nc1ccc(N=Cc2c(O)c(C(=O)Nc3ccccc3)cc3ccccc23)cc1,-2.3,24,3.5,0.55,-2.9,1132,i,134%,5.6,3.4,3.8,i,-11,?,/,/,26,17
Cc1ccc(C(C)C)c(OCC(O)CN2CC(C)OC(C)C2)c1 (stereo not drawn),0.75,-0.28,0.13,-0.36,4.3,1309,i,-2.7%,5.3,2.4,18,i,25,-3%,-0.86,1136,7,24
Nc1nc2nccc(-c3ccccn3)n2n1,-0.44,-0.29,0.14,0.13,0.0,1104,i,-1.2%,2.0,2.3,0.6,i,-5,25%,0.02,1272,-1,-2
O=C(c1cccs1)N1CCN(c2ccc(F)cc2)CC1,0.11,-0.23,-0.0032,0.45,4.5,1012,i,-0.5%,2.7,2.5,6.0,i,-3,-4%,-0.35,942,-7,-27
O=CNCCCc1nc2ccccc2n1Cc1cccc2ccccc12,-0.0028,-0.075,0.081,0.7,/,/,i,1.9%,1.4,1.2,8.1,i,-3,2%,-1.3,940,-11,-30
Cc1ccc(/C=C/C(=O)Nc2sc3c(c2C#N)CCCC3)o1,-1,-0.1,-0.52,0.32,0.7,1102,i,18%,6.6,3.5,4.9,i,5,28%,-0.22,1394,-14,-3
NS(=O)(=O)c1ccc(NC(=O)CSc2nc3ccccc3n2-c2ccccc2)cc1,-0.18,-0.024,-0.1,0.54,0.5,1036,i,1.1%,5.0,1.7,7.1,i,14,4%,-0.4,1520,-2,5
Clc1ccc(-n2c(SCc3nc4ccccc4[nH]3)nnc2-c2ccncc2)cc1,-0.83,-0.25,-0.17,0.7,/,/,i,1.2%,3.9,2.4,13,i,15,-7%,-0.21,1382,-6,4
Cn1c(=O)n(C)c2cc(S(=O)(=O)N3CCN(c4ccccc4)CC3)ccc21,0.51,-0.27,0.17,-0.52,-3.5,1138,i,-0.3%,/,/,/,/,/,0%,0.32,1369,/,/
COC(=O)c1cc2ccsc2n1CC(=O)N1CCCc2ccccc21,-0.87,-0.26,0.17,0.76,3.9,1110,i,-2.1%,2.8,2.4,5.2,i,-4,-4%,0.2,1144,3,-3
CCOC(=O)C1CCCN(CCC(=O)Nc2cc(C)ccc2C)C1 (stereo not drawn),-1,-0.3,-0.36,0.83,0.5,1535,i,0.4%,1.9,1.9,3.9,i,3,?,-0.13,1400,-1,10
Cc1ccc(C2NC(=O)NC3=C2CCc2ccccc23)cc1 (stereo not drawn),1,0.39,0.96,-0.92,1.3,741,i,1.1%,5.5,2.1,15,i,49,-21%,-0.92,1172,4,0
CC(=O)Nc1ccc(NC(=O)CSc2nnc(-c3ccc(NS(C)(=O)=O)cc3)n2C)cc1C,-1,-0.31,-0.4,0.31,-4.2,1087,i,0.7%,3.2,2.8,10,i,2,-3%,-0.16,1660,-7,-8
CCOc1cc(CNc2ccc(OC)cc2)cc(Br)c1OCC(=O)NC(C)(C)C,-0.091,-0.2,0.39,0.2,-1.8,1331,i,3.1%,1.4,1.9,5.0,i,19,5%,-1.1,1608,50,16
N#Cc1c(-c2ccccc2)ccn(Cc2ccccc2Cl)c1=O,-0.51,0.043,0.17,-0.22,/,/,/,1.4%,2.8,1.8,8.5,i,29,28%,/,/,6,-1
COc1ccc(NS(=O)(=O)c2cc(OC)ccc2NC(=O)c2cc(C)oc2C)cc1,0.73,-0.19,0.042,-0.27,3.3,991,i,-4.3%,38*,36*,39*,i,11,?,/,/,2,4
COc1ccc(/C=N/NC(=O)CCc2n[nH]c(=O)[nH]c2=O)cc1OC,0.61,-0.14,0.47,-2,-2.3,1067,i,0.4%,2.8,2.7,2.2,i,5,2%,0.13,1483,7,7
CC(C)(O)[C@H](O)COc1c2ccoc2cc2oc(=O)ccc12,0.12,-0.29,0.39,0.45,2.2,550,i,4.5%,2.8,2.2,5.5,i,15,-7%,-0.01,1221,0,-15
O=C1CNC(=O)N1Cc1ccc(Br)cc1,-1.7,0.5,-0.6,-1.7,2.7,1124,i,-2.3%,3.3,2.4,6.8,i,-1,-4%,1.6,1350,-4,-103
CCN(CC)S(=O)(=O)c1cccc(C(=O)Nc2ccc3c(c2)OCO3)c1,0.33,-0.28,0.48,-0.46,0.6,1504,i,-2.2%,2.1,1.3,6.2,i,2,4%,-0.4,1443,-8,-10
COc1ccc(NC(=O)CCn2nnc(-c3ccc(C)cc3)n2)cc1OC,0.17,-0.27,-0.052,1.7,-0.1,1106,i,1.7%,3.9,2.1,4.7,i,17,-4%,/,/,-13,1
O=C(/C=C\Nc1ccc(Br)cc1)c1cccnc1,-0.26,-0.33,-0.45,0.53,-2.4,563,i,-1.7%,6.5,1.8,1.1,i,-4,10%,-0.11,1257,-14,0
O=C1c2ccccc2C(=O)N1CCc1csc(-c2ccccc2)n1,-0.32,-0.21,0.19,1.1,-0.3,1093,i,-1.7%,2.5,1.2,4.4,i,6,-2%,0.4,1848,5,6
COc1cc(OC)cc(OCC(O)Cn2cnc(-c3ccccc3)c2)c1 (stereo not drawn),-0.27,-0.23,-0.22,0.012,-2.7,1264,i,0.0%,2.8,2.4,5.9,i,-4,6%,-1.3,1018,8,-23
CS(=O)(=O)N1CCC(Oc2ccccc2C(=O)N2CCNC(=O)C2)CC1,0.34,-0.32,0.21,0.34,1.8,963,i,1.3%,2.9,1.4,11,i,-13,7%,0.06,1296,1,-6
CCN(CC)CCOc1ccccc1C(C)=O,0.51,-0.16,0.0024,-0.18,0.5,1494,i,-0.5%,1.6,1.9,2.5,i,-2,-2%,/,/,-30,-10
CC(C(N)=O)N1C(=O)c2cccc3cccc1c23 (stereo not drawn),-1.1,-0.31,-0.32,1.1,-3.1,1226,i,-0.8%,2.2,1.9,9.5,i,-9,20%,1.1,864,-12,7
O=C(c1ccc([N+](=O)[O-])cc1)N1CCSC1c1ccccc1Cl (stereo not drawn),-0.55,-0.046,-0.19,0.56,1.0,680,i,-1.5%,1.8,1.0,7.3,i,19,-1%,0.09,1578,0,3
O=C(CSc1nnc(COc2cccc3cccnc23)o1)N1CCN(C(=O)c2ccco2)CC1,-0.048,-0.24,-0.15,0.58,-1.3,1245,i,-0.5%,3.4,1.9,3.0,i,-1,14%,0.11,1148,-11,-13
CCCCCn1c(SCC#N)nc2cc(C(=O)NCC3CCCO3)ccc2c1=O (stereo not drawn),0.43,-0.35,0.26,-0.02,-1.2,1400,i,-3.1%,4.4,3.4,5.8,i,15,-8%,0.43,835,-6,-16
CCOC(=O)C1=C(C)NC(=O)NC1c1cc(Br)c(O)c(OC)c1 (stereo not drawn),0.89,-0.21,0.95,0.55,0.7,1027,i,-1.0%,3.2,1.5,5.7,i,-3,6%,-0.36,1262,-7,-9
O=C(NCc1ccc2c(c1)OCO2)c1nnc(Cc2ccc(F)cc2)o1,-0.44,-0.22,0.41,0.82,6.6,465,/,1.8%,2.5,1.8,7.8,i,20,1%,-0.49,1302,13,0
CC(=O)c1oc2ccccc2c1NC(=O)CCCN1C(=O)c2ccccc2C1=O,0.31,-0.19,0.48,-0.021,/,/,i,6.4%,2.2,4.2,11,i,4,3%,-0.33,858,-13,-1
CCn1c(O)c(/C=N/N=C/c2ccccc2)c2ccc(C3=NNC(=O)CC3)cc21,-1.2,0.19,-0.47,0.65,/,/,i,-0.4%,3.0,1.2,2.5,i,-8,8%,-0.47,755,42,24
CCOC(=O)c1cnn2c(N)c(C#N)nnc12,1.3,-0.23,0.52,-0.11,-0.5,1175,i,0.7%,3.4,1.4,6.8,i,-2,1%,1.1,1197,6,6
O=C(NCCCc1nc2ccccc2[nH]1)c1cccs1,-0.88,-0.28,-0.51,0.13,-7.0,1023,i,-0.1%,5.5,1.5,9.0,i,-4,-11%,0.28,1594,5,12
O=C(NCCCN1CCN(c2ccccc2F)CC1)C1CCN(S(=O)(=O)c2cccs2)CC1,0.49,-0.28,0.78,-1,-0.2,1333,i,-0.3%,3.0,3.5,11,i,9,0%,-1.6,557,1,0
O=C(NCCCn1ccnc1)c1cc2cc([N+](=O)[O-])ccc2oc1=O,2.2,-0.11,1,-2,0.4,860,i,3.8%,3.5,1.8,7.6,i,5,1%,-0.02,1359,-9,-18
O=C1NCC2=C1C(c1ccc(Br)cc1)Nc1ccccc1N2 (stereo not drawn),0.072,-0.19,0.43,-1.5,/,/,i,13%,3.7,2.5,8.5,i,-11,9%,/,/,5,9

# 3 of the entries above in order of the HIV fusion peptide value, falling.
compound | Dynein transport | Dynein transport cytoplasmic EGFP | Dynein transport nuclear GR-EGFP | Dynein transport cell count | HIV fusion peptide | MT stabilize HCS Hoechst-high % | AID2073 | WT yeast gro inh mutant strain
O=C(NCCCn1ccnc1)c1cc2cc([N+](=O)[O-])ccc2oc1=O | 2.2 | -0.11 | 1 | -2 | 3.8% | 1.8 | 1% | -18
O=C(NCc1ccc2c(c1)OCO2)c1nnc(Cc2ccc(F)cc2)o1 | -0.44 | -0.22 | 0.41 | 0.82 | 1.8% | 1.8 | 1% | 0
O=C(c1ccc([N+](=O)[O-])cc1)N1CCSC1c1ccccc1Cl (stereo not drawn) | -0.55 | -0.046 | -0.19 | 0.56 | -1.5% | 1.0 | -1% | 3

# Compounds were not picked by outcome. About 4.2% of those tested had a hit in this group.
